# Screens (PubChem BioAssay)
# GalR3 antagonist – antagonists of human GalR3. O60755. HEK293 GalR3-CNG cAMP membrane potential fluorescence; galR3 body fused to GalR1 C-terminus. inhibition, % at 3 µM. 360,000 tested, 0.44% active. AID 651719;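 active = inhibition above the screen-wide average plus 3 SD, cut at about 13% in these data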;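 also: forskolin and galanin both at EC90 stimulate the cells; cAMP rise reported by CNG channel membrane potential dye signal; 0% = forskolin plus galanin with DMSO and 100% = forskolin alone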
# Target sequence (O60755 1-299 limits assumed): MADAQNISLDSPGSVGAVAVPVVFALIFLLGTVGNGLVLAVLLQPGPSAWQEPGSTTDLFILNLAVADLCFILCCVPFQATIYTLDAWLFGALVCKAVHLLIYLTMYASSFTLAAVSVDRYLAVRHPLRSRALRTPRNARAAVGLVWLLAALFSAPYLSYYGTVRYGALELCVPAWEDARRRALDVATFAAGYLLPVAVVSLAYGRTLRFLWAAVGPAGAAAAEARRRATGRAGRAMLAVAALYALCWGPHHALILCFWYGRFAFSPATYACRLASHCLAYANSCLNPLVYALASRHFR
# * marks the source's active call; other numbers are inactive results. The list is partial. The share of hits here may be higher or lower than overall.
cpd	Molecule	GalR3 antagonist
1	COc1ccc(S(=O)(=O)Nc2ccc(-n3cnnn3)cc2)cc1Br	0
2	CCCCS(=O)(=O)N1C2=NC(C(=O)OCC)=C(C(=O)OCC)C3N(Cc4ccc(C#N)cc4)c4ccccc4[C@]23C[C@H]1C(=O)OC (stereo partly drawn)	-7
3	CCOC(=O)C1=CN(Cc2ccco2)S(=O)(=O)N(CC)C1c1ccc(F)c(Cl)c1 (stereo not drawn)	-6
4	O=C(CC(=O)c1ccccc1)Nc1ccc([N+](=O)[O-])cc1	-7
5	c1ccc(COc2cccc(-c3cc4nc(NCCCn5ccnc5)ccn4n3)c2)cc1	-3
6	N#CCc1ccnc2ccccc12	-3
7	CCOC(=O)C1=C[C@@H](c2ccccc2)N(S(=O)(=O)c2ccc(C)cc2)[C@H]1c1ccc(OC)cc1	-7
8	Cc1ccc(S(=O)(=O)N2C[C@H]3[C@H]4C(=O)N(c5ccccc5)C(=O)[C@H]4C[C@H](OC(=O)Nc4cccs4)[C@@]3(O)C2)cc1	-9
9	COc1cccc(CNC(=O)c2cccc(S(=O)(=O)N3CCN(Cc4ccccc4)CC3)c2)c1	-3
10	Cc1cc2nc(-c3cccc(Br)c3)c(CC(C)(C)C)n2c(C)c1Br	-6
11	Cn1c(NCCOc2ccccc2Cl)nc2cc(-c3ccc(F)cc3)sc2c1=O	-4
12	COc1cccc(OC)c1C(=O)OCC(=O)NCCNC(=O)COC(=O)c1c(OC)cccc1OC	-8
13	CCCC(=O)N1CCC1(C)C(=O)Nc1ccccc1-c1ccccc1 (stereo not drawn)	-2
14	CCN(CC)S(=O)(=O)c1cccc(C(=O)NCC2(N3CCOCC3)CCCCC2)c1	-4
15	CC1(Cc2ccc(Cl)c(Cl)c2)C(=O)Nc2c(Cl)ccc(Cl)c21 (stereo not drawn)	-7
16	CCN(C(=O)COC(=O)c1nc(Cl)ccc1Cl)c1c(N)n(Cc2ccccc2)c(=O)[nH]c1=O	-2
17	Cc1ccc(S(=O)(=O)N2C[C@H]3[C@H]4C(=O)N(C5CCCCC5)C(=O)[C@H]4CC(=O)[C@H]3[C@@H]2c2ccccc2Cl)cc1	-7
18	CCc1nc2ccc(C(=O)NCC3CCCCC3)cn2c1N(C)Cc1ccc(OC)cc1	-8
19	COC(=O)C1=C(C)N(Cc2ccccc2C(F)(F)F)C(=NCc2ccc3c(c2)OCO3)NC1CCc1ccccc1 (stereo not drawn)	1
20	COc1cccc(S(=O)(=O)N(C)C[C@H]2OCc3cn(nn3)CCCC(=O)N([C@@H](C)CO)C[C@@H]2C)c1	-4
21	CC1(C(=O)Nc2ccc3ccccc3c2)CCC(=O)N1C1CCN(Cc2ccccc2)CC1 (stereo not drawn)	-9
22	CC1=C(C(=O)Nc2cccc(C(=O)NCC(C)c3ccccc3)c2)SCCO1 (stereo not drawn)	-3
23	CCCCC(=O)N(C)c1c(C)nc2ccc(C(=O)N3CCN(C(=O)c4ccco4)CC3)cn12	-4
24	CCc1nc2ccc(C(=O)NCCCn3ccnc3)cn2c1N(C)C(=O)c1cccc(OC)c1	-6
25	CCCCN(C=O)c1c(CC)nc2c(OCc3ccc(Cl)cc3)cccn12	-8
26	C=CCCC(=O)N1C[C@H]2CON(C)[C@H]2C[C@H]1c1cccc(N2CCOCC2)c1	-4
27	CCCS(=O)(=O)NC(=O)C1(C)CCN(C(=O)Cc2cccc(OC)c2)C1 (stereo not drawn)	-6
28	COC(=O)c1cn(C)c2ccc(S(=O)(=O)N(C)C3CCCCC3)cc2c1=O	-2
29	CNc1cncc(-c2cccc(C(=O)NCCN(C)C)c2)n1	-7
30	COc1ccccc1-c1cnc(C(O)c2ccc(F)c(C)c2)[nH]1 (stereo not drawn)	-5

# 6 compounds already listed, arranged by molar mass, smallest number first.
cpd	Molecule	GalR3 antagonist
30	COc1ccccc1-c1cnc(C(O)c2ccc(F)c(C)c2)[nH]1 (stereo not drawn)	-5
27	CCCS(=O)(=O)NC(=O)C1(C)CCN(C(=O)Cc2cccc(OC)c2)C1 (stereo not drawn)	-6
25	CCCCN(C=O)c1c(CC)nc2c(OCc3ccc(Cl)cc3)cccn12	-8
1	COc1ccc(S(=O)(=O)Nc2ccc(-n3cnnn3)cc2)cc1Br	0
9	COc1cccc(CNC(=O)c2cccc(S(=O)(=O)N3CCN(Cc4ccccc4)CC3)c2)c1	-3
2	CCCCS(=O)(=O)N1C2=NC(C(=O)OCC)=C(C(=O)OCC)C3N(Cc4ccc(C#N)cc4)c4ccccc4[C@]23C[C@H]1C(=O)OC (stereo partly drawn)	-7

# Down the list, quoted from above:
# GalR3 antagonist for entries 21–30, in order: -9, -3, -4, -6, -8, -4, -6, -2, -7, -5

# Following part
cpd	Molecule	GalR3 antagonist
31	CCCNC(=O)CSc1nnc(NC(=O)C2CC(=O)N(c3ccccc3OC)C2)s1 (stereo not drawn)	2
32	O=c1[nH]c2ccccc2c(=O)c2ccccc12	-7
33	OC(c1ccccc1)(c1ccccc1)C1CCN(CCCOc2cccc(Cl)c2)CC1	-5
34	CCN(CC)Cc1c(C)[nH]c2ccc(NC(C)=O)cc2c1=O	-3
35	COc1cccc(CNc2nc3cc(-c4ccsc4)sc3c(=O)n2C)c1OC	-6
36	CNC(=O)C[C@H]1C(=O)N(CCc2ccccc2)C[C@@H]1C	-3
37	CC(C)n1nnnc1C1c2ccccc2C(=O)N1CCc1ccc(O)cc1 (stereo not drawn)	-4
38	COc1ccc(C(=O)N2CCCC(c3cc(C(=O)NCc4ccc(F)cc4)no3)C2)cc1 (stereo not drawn)	-5
39	Cc1ccccc1CNC(=O)c1[nH]c(C(F)(F)F)nc1-c1ccccc1	-7
40	CCN1C[C@@H]2[C@@H]3C(=O)N(C)C(=O)[C@@H]3[C@](C)(C1=O)N2C(=O)c1ccc(Br)cc1	-3
41	CCc1nc2ccc(C(=O)N(C)CCN(C)C)cn2c1N(CC)C(=O)NCCc1ccccc1	-7
42	CC(=O)NCCNC(=O)C1(C)Cc2c(-c3cccc(C(N)=O)c3)ccnc2O1 (stereo not drawn)	-7
43	COc1ccccc1CCNC(=O)c1c(N)[nH]c(C(=O)c2ccccc2)c1-c1ccc(Br)cc1	-4
44	CNc1nc(NCc2cccc(OC)c2)c2sccc2n1	-9
45	CCCNC(=O)C1(C)CCCN(CCOc2ccccc2)C1 (stereo not drawn)	-5
46	Cn1c(=O)c2[nH]c(N=NN3CCCCC3)nc2n(C)c1=O	-2
47	CNC[C@@H]1OCc2cnnn2CCCC(=O)N([C@@H](C)CO)C[C@H]1C	-7
48	CC[C@]12C(=O)N(C)C[C@H]([C@@H]3C(=O)N(Cc4ccccc4)C(=O)[C@@H]31)N2C(=O)c1ccccc1	-4
49	CC(C)N(C(=O)[C@H]1C[C@H](CC(=O)NCc2ccco2)C(=O)N2CCc3c([nH]c4cc(-c5ccco5)ccc34)[C@]12C)C(C)C	-4
50	COc1ccc2c(c1)/C(=C\c1cccc(/C=C3/C(=O)Nc4ccc(OC)cc43)n1)C(=O)N2	-1
51	N#Cc1cccc(NC(=O)c2cc(C3CCCCN3C(=O)CCc3ccccc3)on2)c1 (stereo not drawn)	-8
52	COc1ccc(-c2ccc3c(c2)[C@@H]2C[C@H](N(C)S(=O)(=O)c4ccccc4)[C@H]([C@H](C)O)C(=O)N2CC3)cc1	-7
53	COC(=O)[C@@]12C[C@@H](CC(=O)NCCC(C)C)C(=O)N(Cc3cccc4ccccc34)C1=CCC(C)(C)C2	-6
54	Nc1[nH]c(C(=O)c2ccc(Cl)cc2)c(-c2ccc(Br)cc2)c1C(=O)NCCc1c[nH]c2ccccc12	-6
55	COc1cccc(-c2cnc(C(O)c3ccc(SC)cc3)[nH]2)c1 (stereo not drawn)	-6
56	CC1(Oc2ccccc2-c2ccno2)CCN(Cc2ccc(-c3ccccc3)o2)C1 (stereo not drawn)	-2
57	CCCC[C@@H]1CNC(=O)C(=O)N1CC1CCCCC1	-7
58	CCCCN1Cc2ccccc2Oc2cc(Br)ccc2S1(=O)=O	-7
59	CC1CN(Cc2ccccc2)C(=S)NC1=O (stereo not drawn)	-5
60	COc1ccccc1CNC(=O)C(=O)c1cn(CC(=O)N2CCCCC2)c2ccccc12	-6
61	O=C(COc1ccc(Cl)cc1)N1N=C(c2cccs2)CC1c1ccco1 (stereo not drawn)	-3
62	CC1NC(=O)c2cc3ccccc3cc2-n2c1nc1ccccc1c2=O (stereo not drawn)	-6
63	c1ccc2c(c1)OCc1nccn1-2	-8
64	O=C(C[C@H]1C(=O)N(CCc2ccccc2)C[C@@H]1c1ccccc1)Nc1ccccc1	-5
65	COc1cc(C(=O)c2ccc3c(c2)OCO3)cc(OC)c1OC	-5
66	O=C(NCCCCC(NC(=O)c1ccccc1)C(=O)O)OCc1ccccc1 (stereo not drawn)	-7
67	CN1OC[C@@H]2CN(CC3CCCCC3)[C@H](c3ccc(-c4ccc(C#N)cc4)cc3)C[C@@H]21	4
68	COc1ccc(C)cc1NC(=O)Cc1csc(NC(=O)Nc2ccccc2OC)n1	-5
69	CC(=O)Nc1cc(-c2ccc(N3CCN(C)CC3)cc2)cn2c(-c3ccc(F)c(Cl)c3)cnc12	2
70	Cc1cccc(CN(C)C[C@@H]2OCc3cnnn3CCCC(=O)N([C@H](C)CO)C[C@H]2C)c1	-3
71	CCOC(=O)C1(CCC(=O)OCc2ccccc2)CCCCC1=O (stereo not drawn)	-4
72	CC1(C(=O)NS(=O)(=O)c2ccc3c(c2)CCO3)CCN1C(=O)CCc1ccc(Cl)cc1Cl (stereo not drawn)	-6
73	CCCOc1ccc(F)cc1-c1cc(C(=O)Nc2ccc(F)c(Cl)c2)[nH]n1	-9
74	Fc1cccc(Cc2c(-c3cccc(Br)c3)nc3c(Cl)cc(C(F)(F)F)cn23)c1	-8
75	COc1ccc(-c2csc(C(NC(C)=O)c3ccccc3)n2)cn1 (stereo not drawn)	-7
76	CC1CN(S(=O)(=O)c2cccc(C(=O)Nc3ccccc3N3CCOCC3)c2)CC(C)O1 (stereo not drawn)	-2
77	COc1cc(-c2cnc3c(NC=O)cc(-c4cccc(C(=O)NCCN(C)C)c4)cn23)cc(OC)c1OC	-3
78	CCCCN1C(=O)C(C(=O)OCC)CC2=C1CCCC2=O (stereo not drawn)	-5
79	C[C@H]1CN([C@@H](C)CO)S(=O)(=O)c2ccc(Br)cc2O[C@H]1CN(C)C(=O)NC1CCCCC1	-6
80	COCCNC(=O)C1(C)CCCN(Cc2cccc(OC(=O)c3ccccc3)c2)C1 (stereo not drawn)	-3

# (more compounds)
cpd	Molecule	GalR3 antagonist
81	O=C(NCCc1c[nH]c2ccccc12)OC1CC2CC1[C@H]1CCCCN1C2=O (stereo partly drawn)	-5
82	C[C@H]1CNC(=O)c2c(C(=O)N3CCN(c4ccccc4)CC3)ncn21	-4
83	CC(=O)NC(c1ccccc1)c1nc(-c2cc(F)cc(F)c2)cs1 (stereo not drawn)	-7
84	COCCCNC(=O)c1cc(S(=O)(=O)N2CCC3(CC2)OCCO3)ccc1F	-8
85	Cc1ccc(C)c(NCCCCC(=O)O)c1	-8
86	O=C1NC(c2ccc3c(c2)OCO3)c2c(-c3ccccc3)n[nH]c21 (stereo not drawn)	-2
87	Fc1ccc(NC(=S)NN=Cc2ccccc2Cl)cc1	-1
88	C[C@H]1[C@@H](c2ccccc2)Oc2ccc(Cl)cc2S(=O)(=O)N1Cc1ccc(Cl)cc1	-7
89	CCOC(=O)C1=CN(Cc2cccc(F)c2)S(=O)(=O)N(CC)C1c1ccc2ccccc2c1 (stereo not drawn)	-7
90	CCOC(=O)c1ccc(NC(=O)NC2=NCCS2)cc1	-4
91	COCCCNC(=O)C[C@@H]1C[C@@]2(C(=O)OC)CCCCC=C2N(Cc2ccc3c(c2)OCO3)C1=O	0
92	CCC1Cc2[nH]c(=S)[nH]c(=O)c2C(c2ccc(F)cc2)O1 (stereo not drawn)	0
93	CC(=O)Nc1c(-c2ccc(C)cc2)nc2ccc(Cl)cn12	-5
94	COc1ccc(CN2C(=O)C(CC(=O)NCCc3ccccn3)CC(C(=O)N(C(C)C)C(C)C)=C2C)cc1 (stereo not drawn)	1
95	CC[C@H](NC(=O)[C@@H](Cc1ccccc1)NC(=O)[C@H]1O[C@@H](n2cnc3c(=O)[nH]c(N)nc32)[C@H](O)[C@@H]1O)c1ccccc1	-6
96	COc1ccccc1NC(=O)C(C)OC(=O)C1CC(=O)N(Cc2ccco2)C1 (stereo not drawn)	-8
97	C[C@@H]1CN([C@@H](C)CO)C(=O)c2cc(Br)cnc2O[C@H]1CN(C)C(=O)c1ccccc1F	-3
98	CCCCNS(=O)(=O)c1cccc(NC(=O)[C@H]2C[C@H](O)[C@@H](CO)O2)c1	-7
99	COc1cccc(-c2cnc(C(O)c3c(C)cc(C)cc3C)[nH]2)c1 (stereo not drawn)	-6
100	O=c1cc(-c2ccccc2)oc2cc(O)ccc12	-8
101	CCOC(=O)C1(C)CCCN(C(=O)c2ccc(C)c(F)c2)C1 (stereo not drawn)	-1
102	O=C(O)c1ccc(N=C2c3ccccc3-c3ccccc32)cc1	0
103	Cc1cccc(C)c1C(O)c1ncc(-c2ccc(Cl)cc2)[nH]1 (stereo not drawn)	-3
104	CCCC(=O)NC1CCc2cc(OC)c(OC)c(OC)c2-c2ccc(OC)c(=O)cc21 (stereo not drawn)	7
105	Cc1ccccc1S(=O)(=O)N1CCCc2nc(-c3ccc(F)cc3)ccc21	-8
106	O=C(CCNS(=O)(=O)c1ccccc1C(F)(F)F)NC1CCCCCC1	-4
107	COC(=O)c1ccc(-c2cccc(CN3CCN(c4ncc(Cc5ccccc5)cn4)CC3)c2)cc1	-2
108	CC(=O)c1cc(C)c(OC(=O)c2ccccc2)c(C)c1	-4
109	N#CC12C(=O)NC(=O)C1(C#N)C21CCCC1 (stereo not drawn)	-4
110	CCOC(=O)c1cc(OC(C)=O)c2ccc(OC)c(OC)c2c1	-6
111	CN1OC[C@@H]2CN(S(=O)(=O)c3ccccc3)[C@H](c3ccccc3Br)C[C@@H]21	-6
112	CSc1ccc(NC(=O)NN(c2ccccc2)C2CCS(=O)(=O)C2)cc1 (stereo not drawn)	-4
113	FC(F)(F)Oc1ccccc1C(c1nnnn1C1CCCC1)N1CCN(C/C=C/c2ccccc2)CC1 (stereo not drawn)	-3
